# S1P4 agonist: activates the human S1P4 receptor; 220,000 tested, 0.35% active; AID 1509; S1P4-expressing cell line, agonist reporter assay; activation, % at 4.98 µM; O95977; in the data active = activation above about 11%;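 note: 0% = DMSO vehicle and 100% = reference agonist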
# TRPML3 agonist: human mucolipin-3 channel agonism. 220,000 tested, 0.29% active. Q8TDD5. HEK293 TRPML3-YFP, Fluo-8 calcium fluorescence; 100% = the carbachol control signal. AID 1448. activation, % at 3 µM;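 active = activation above its plate's cutoff, the mean activation of the plate's test wells plus 3 SD, cut at about 12% in these data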;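 note: 0% = DMSO only wells and 100% = carbachol wells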
#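 Material: TRPML3-YFP stable HEK293 cells | Dosing: One concentration, 3 µM nominal, 0.3% DMSO | Timing: 125 s total fluorescence read per well | Technique: Fluo-8 calcium dye fluorescence, ex 470-495, em 515-575 nm | Measure: Percent activation from peak-to-basal fluorescence ratio, scaled between DMSO and carbachol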
# NPY1 pot ag: potentiates or activates human NPY-Y1 receptor; activation, % at 3.6 µM; P25929; 220,000 tested, 0.37% active; NPY-Y1 expressing cells, potentiator/agonist activation; in the data active = activation above about 33%, passing the limit was not always enough;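 note: cells stimulated with NPY at EC10 then isoproterenol at EC100; 0% = low agonist plus stimulus and 100% = saturating agonist plus stimulus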
# EP2 mod: modulates human prostaglandin E2 receptor EP2 signaling | EP2-expressing cells, cAMP HTRF FRET, PGE2 co-stimulation | induction, % at 25 µM | 260,000 tested, 0.83% active | AID 940;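 active = compounds whose cAMP rise, as percent of the full-agonist control response, exceeds 60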;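 note: rat C6 glioma line stably carrying human EP2 under a CMV promoter; the protocol text gives 20 µM as final concentration; 100% = response of wells given 1 µM PGE2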
# Target sequence (P43116 whole entry, looked up): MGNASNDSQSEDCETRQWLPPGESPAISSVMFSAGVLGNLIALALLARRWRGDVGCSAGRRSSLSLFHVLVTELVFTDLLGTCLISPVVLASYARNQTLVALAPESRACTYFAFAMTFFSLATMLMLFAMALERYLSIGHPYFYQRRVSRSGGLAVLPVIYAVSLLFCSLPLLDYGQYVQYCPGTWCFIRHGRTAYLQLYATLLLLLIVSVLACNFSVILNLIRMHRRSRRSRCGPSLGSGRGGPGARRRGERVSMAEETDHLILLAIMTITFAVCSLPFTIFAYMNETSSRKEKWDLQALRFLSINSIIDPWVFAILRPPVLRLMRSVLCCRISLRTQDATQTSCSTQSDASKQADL
# zfTRPN1 agonist: zebrafish TRPN1 (NompC) channel agonism | HEK293 zebrafish TRPN1-YFP, Fluo-8 calcium fluorescence; 100% = response to 87 µM carbachol | activation, % at 3 µM | 220,000 tested, 0.18% active | AID 1424;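 active = activation above its plate's cutoff, the mean activation of test wells on that plate plus 3 SD, cut at about 19% in these data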;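 note: 0% = DMSO alone and 100% = 87 µM carbachol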
#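 Material – zebrafish TRPN1-YFP in HEK293 cells · Doses – 3 µM single point · Schedule – dye 1 h 37 °C plus 30 min RT · Signal – Fluo-8 calcium fluorescence, excitation 470-495 nm, emission 515-575 nm · Read-out – % activation versus carbachol response · Control set – carbachol high, DMSO low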
# NPY-Y2 PAM-ag: human NPY-Y2 potentiation or agonism, primary screen | 220,000 tested, 0.45% active | activation, % at 3.6 µM | P49146 | cells expressing NPY-Y2, potentiator/agonist read-out; in the data active = activation above about 27%;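 note: cells stimulated with NPY near EC25 plus isoproterenol at EC100; 0% = vehicle plus submaximal agonist and 100% = vehicle plus saturating agonist; some results beyond the cut were filed as inactive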
# Target sequence (P49146 whole entry, looked up): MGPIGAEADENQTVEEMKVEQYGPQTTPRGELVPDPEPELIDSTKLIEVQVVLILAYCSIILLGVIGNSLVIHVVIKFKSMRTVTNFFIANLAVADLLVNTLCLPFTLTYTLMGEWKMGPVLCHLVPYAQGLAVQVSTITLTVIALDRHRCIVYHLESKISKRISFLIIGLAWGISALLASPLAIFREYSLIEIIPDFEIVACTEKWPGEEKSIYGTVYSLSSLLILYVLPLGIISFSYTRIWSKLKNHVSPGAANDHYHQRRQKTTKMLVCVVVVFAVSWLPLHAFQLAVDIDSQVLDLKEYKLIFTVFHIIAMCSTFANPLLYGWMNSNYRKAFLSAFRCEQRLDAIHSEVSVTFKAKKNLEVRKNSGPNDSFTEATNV
# NPY Y1 blocker: antagonists of human neuropeptide Y receptor Y1. P25929. HEK293-CNG Y1 cells, membrane potential fluorescence; NPY at EC95, then isoproterenol. inhibition, % at 3.6 µM. 200,000 tested, 1% active. AID 1040;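 active = inhibition above the campaign mean inhibition of all tested compounds plus 3 SD, cut at about 20% in these data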;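 note: 0% = DMSO wells given NPY plus isoproterenol and 100% = isoproterenol alone without NPY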
#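 Assay system: HEK293 cells with Y1 receptor plus CNG channel | Probe or stimulus: NPY (25 nM), isoproterenol (1 µM), Ro 20-1724 (25 µM) | Timing: Compound incubation 1 h at room temperature, readout 45 min post-stimulation | Measured by: Membrane-potential fluorescent dye readout | Benchmarks: High control isoproterenol alone, low control NPY with isoproterenol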
# CHOP inh: blocks CHOP induction under ER stress; 220,000 tested, 3.8% active; inhibition, % at 10 µM; CHO-K1 CHOP-promoter luciferase, tunicamycin-induced, 15-18 h;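 active = compounds that reduced the stress-induced luciferase reporter signal by more than about 70% of percent inhibition, limit read from the data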;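 note: 0% = tunicamycin plus vehicle and 100% = wells without tunicamycin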
# S1P4 antagonist: antagonists of human S1P4 receptor; O95977; S1P4-expressing cells, antagonist mode, reporter read-out; inhibition, % at 4.98 µM; 220,000 tested, 0.26% active; AID 1510; in the data active = inhibition above about 29%;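 note: 0% = wells stimulated with agonist and 100% = vehicle wells without agonist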
# * hit, by the source's call; x = no result given; & = joins results of further samples.
molecule,S1P4 agonist,TRPML3 agonist,NPY1 pot ag,EP2 mod,zfTRPN1 agonist,NPY-Y2 PAM-ag,NPY Y1 blocker,CHOP inh,S1P4 antagonist
COC(=O)c1c(C(=O)OC)c(-c2ccc(C)cc2)n2c1CCC2,-2.5,-1.8,5,6,-2.4,-13,-2,-4,16
O=S(=O)(NC1c2cccc3cccc(c23)C1Sc1ncccn1)c1ccccc1 (configuration not stated),-0.8,1.1,2,8,0.6,5,3,-6,-20
Cc1cccc(C(=O)NC(=S)N2CCN(C)CC2)c1,1.4,0.0,0,2,-0.1,6,4,-21,-5
O=C(C1=C[C@@H](c2ccc(Br)cc2)C[C@@H](OCc2ccc(CO)cc2)O1)N1CCN(Cc2ccccc2)CC1,-2.3,0.6,1,-40,-0.2,5,-1,15,3
CCCCOC(=O)N1CCOCCOCCOCC1,-0.1,1.3,-7,-29,1.0,4,x,4,-6
O=C(CSc1ccc2nnc(-c3ccccc3)n2n1)NCc1ccco1,3.5,0.7,19,16,0.7,11,7,3,-19
Cc1[nH]c(-c2ccc3c(c2)OCO3)nc1C(=O)O,2.1,0.0,0,-14,0.7,-2,8,1,-24
CCC(C)NC(=O)c1ccc(N2CCC3(CC2)OCCO3)c([N+](=O)[O-])c1 (configuration not stated),-0.2,-0.1,0,-5,0.9,2,8,10,-19
CCCCNC(=O)NNC(=O)c1ccco1,-1.5,0.5,-18,11,-0.4,-16,7,1,-9
CCOC(=O)c1c(CN2CCCCC2)n(C)c2ccc(OC)c(S(=O)(=O)c3ccccc3)c12,-1.3,-0.3,-4,4,1.9,2,0,29,-3
c1ccc(Oc2cnc3ccccc3n2)cc1,1.8,0.7,-4,32,-0.2,8,-4,24,-27
N#C/C(=C/c1ccc(N2CCOCC2)o1)C(=O)NC1CCCCC1,0.0,4.2,8,-10,5.9,-11,-4,-24,14
CC(C)(C)c1cc(OC(=O)c2ccccc2F)ccc1O,0.1,0.6,-7,-53,0.8,-4,-3,105*,4
CC1(C)CC2CC(C)(CN2C(=O)COC(=O)CNC(=O)c2ccc(Cl)c(Cl)c2)C1 (configuration not stated),0.9,0.6,21,24,1.0,-2,1,29,-20
CCc1nc2sc(C)c(C)c2c(=O)n1CCO,-0.3,0.2,2,17,-0.5,6,7,-1,0
CCC(CC)=NNc1ccc(S(N)(=O)=O)cc1[N+](=O)[O-],0.3,-0.2,-6,-19,-0.6,-9,x,-5,0
CC(=O)Nc1cccc(NC(=O)CSc2nc(C)c(C)c(C)c2C#N)c1,-0.9,0.3,-2,3,1.4,9,-8,54,6
CSCCC(Nc1nc2ccccc2s1)C(=O)O (configuration not stated),2.0,0.8,-23,21&-8,1.2,-19,4,7,-24
Cc1csc(NC(=O)CSc2nsc(SCC(=O)Nc3nc(C)cs3)c2C#N)n1,2.2,0.2,3,-11,1.1,4,0,43,0
Cc1sc2nc(SCC(=O)NCCO)n(C)c(=O)c2c1C,-1.0,0.0,-5,12,-1.1,-9,1,-7,1
CCOC(=O)C1(O)CC(C)=NN1C(=O)c1cccc(Cl)c1 (configuration not stated),1.3,0.4,1,25,1.7,4,6,15,-7
c1ccc(-c2csc3ncnc(NCC4COc5ccccc5O4)c23)cc1 (configuration not stated),0.1,-0.3,-127,25,-0.8,-19,16,93*,-1
Cn1c(=O)[nH]c(=O)c2[nH]c(NCCCN3CCOCC3)nc21,0.0,0.9,-5,13,0.5,-1,1,-10,-8
CCOC(=O)C(C)Sc1nnc(NC(=O)c2ccc3c(c2)OCO3)s1 (configuration not stated),-1.7,0.7,-8,9,1.0,-19,6,27,5
O=C(COc1cccnc1[N+](=O)[O-])NCCc1ccc(F)cc1,0.2,0.3,4,-8,-0.6,-3,-5,11,-1

# Printed as active in CHOP inh (from the list above):
SMILES | S1P4 agonist | TRPML3 agonist | NPY1 pot ag | EP2 mod | NPY-Y2 PAM-ag | NPY Y1 blocker | CHOP inh | S1P4 antagonist
CC(C)(C)c1cc(OC(=O)c2ccccc2F)ccc1O | 0.1 | 0.6 | -7 | -53 | -4 | -3 | 105* | 4
c1ccc(-c2csc3ncnc(NCC4COc5ccccc5O4)c23)cc1 (configuration not stated) | 0.1 | -0.3 | -127 | 25 | -19 | 16 | 93* | -1

# Three structures already listed, ordered by molar mass, falling:
molecule,S1P4 agonist,TRPML3 agonist,NPY1 pot ag,EP2 mod,zfTRPN1 agonist,NPY-Y2 PAM-ag,NPY Y1 blocker,CHOP inh,S1P4 antagonist
CCOC(=O)c1c(CN2CCCCC2)n(C)c2ccc(OC)c(S(=O)(=O)c3ccccc3)c12,-1.3,-0.3,-4,4,1.9,2,0,29,-3
N#C/C(=C/c1ccc(N2CCOCC2)o1)C(=O)NC1CCCCC1,0.0,4.2,8,-10,5.9,-11,-4,-24,14
CC(C)(C)c1cc(OC(=O)c2ccccc2F)ccc1O,0.1,0.6,-7,-53,0.8,-4,-3,105*,4

# Other structures follow:
molecule,S1P4 agonist,TRPML3 agonist,NPY1 pot ag,EP2 mod,zfTRPN1 agonist,NPY-Y2 PAM-ag,NPY Y1 blocker,CHOP inh,S1P4 antagonist
O=C(N/N=C/c1ccccc1O)C1(O)c2ccccc2-c2ccccc21,0.2,1.1,12,-8,0.6,12,-1,41,-18
Cc1oc(S(=O)(=O)N2CCOCC2)cc1C(=O)Nc1ccc(F)cc1,-1.0,1.2,-13,-12,1.1,2,x,11,-2
Cc1nn(Cc2ccccc2)c(C)c1CCC(=O)O,0.2,0.8,-12,-4,-0.7,13,-4,10,-27
O=C(NNC(=O)C1CCCO1)c1ccc(F)cc1 (configuration not stated),1.5,0.2,-12,9,0.4,0,0,12,-6
COc1cccc(NC(=O)COC(=O)Cc2ccc(Br)cc2)c1,-0.3,0.2,-24,-19,0.7,-13,3,21,-16
O=C(CSc1nnnn1-c1cccc2c1CCCC2)N1CCOCC1,0.7,0.3,-8,-12,0.3,-1,-2,9,1
COc1cc(CNc2ccc(CNc3ncn[nH]3)cc2)cc(Cl)c1OCc1ccccc1,0.2,-0.1,18,-3,-1.5,6,1,44,-6
CCOC(=O)CSc1nnc(CNC(=O)c2ccc(S(=O)(=O)N3CCOCC3)cc2)n1C,-0.1,0.6,2,15,0.0,11,-2,18,-4
COc1cccc(NC(=O)CCSc2ccc(C)cc2)c1,1.6,0.2,-18,-64,-0.1,-15,10,21,-15
CCOC(=O)C1=C(C)NC(C)=C(C(=O)OCC)C1c1sccc1C,2.6,-1.5,28,-10,-2.7,23,-4,34,-14
COc1ccccc1NS(=O)(=O)c1cccc2nsnc12,-2.0,0.0,18,6,-2.5,-7,x,4,-6
COc1cc(/C=C(/C#N)c2ccc(C)cc2)ccc1Oc1ccc([N+](=O)[O-])cn1,2.7,1.1,-14,-5,-0.7,-17,2,26,-20
Cc1ccnc(NC(=O)c2sc3cc(Cl)ccc3c2Cl)c1,-1.4,0.8,-4,9,1.6,7,9,-3,-2
CCN(CC)C(=O)CN1C(=O)C(=O)c2ccccc21,1.3,1.0,16,-2,2.3,-9,3,-28,-8
COc1cc(NC(=O)c2ccccc2Cl)ccc1NC(=O)c1cccs1,0.6,0.3,-9,-83,-0.2,-4,1,-24,-16
Cc1cccc(N(CC(=O)NC2CCCCC2)C(=O)c2ccc(C)s2)c1,0.2,-1.1,10,4,-3.7,2,5,2,6
CC(C)(C)C(=O)OCc1cn(-c2ccc(Cl)cc2)nn1,-2.0,0.2,-4,-20,-0.5,-9,3,37,10
CN(C)CCC1CCN(c2cc(C#N)c(C#N)cc2[N+](=O)[O-])CC1,1.1,0.6,5,-15,-0.1,1,-3,4,-6
O=C(COC(=O)/C=C/c1cccc([N+](=O)[O-])c1)NCC1CCCO1 (configuration not stated),0.8,1.0,5,-32,1.7,-22,-6,4,-5
CCC(C)NC(=O)NC(=O)N(C1CCCCC1)S(C)(=O)=O (configuration not stated),0.8,0.0,8,30,-0.2,-4,0,6,-6
CCCC(=O)Nc1ccc(C(=O)Nc2cc(C(F)(F)F)ccc2Cl)cc1,2.8,2.7,11,2,2.8,-7,-2,73*,-28
Cc1cccc(C(=O)Nc2ccccc2SCC2CSc3nc4ccccc4c(=O)n32)c1 (configuration not stated),-0.3,-0.1,3,24,-2.0,11,1,1,-8
O=C(O)CCCNS(=O)(=O)c1ccc2ccccc2c1,1.4,0.9,-20,1,1.0,-12,8,29,-23
COc1ccc(-c2cc(-c3ccccc3)nc(SCC(=O)Nc3nccs3)c2C#N)cc1,0.9,1.0,5,22,1.4,3,3,37,-17
CCOC(=O)Cc1nnc(NC(=O)c2ccccc2OC)s1,0.2,-0.8,5,-20,0.9,3,-3,36,-8
CCN(CC)CCCCOc1ccccc1OC,0.6,0.4,-16,-1,2.0,-8,4,26,7
Brc1ccc(CSc2nnc(-c3cnccn3)n2Cc2ccco2)cc1,0.8,-1.9,-13,16,-1.5,-26,18,15,6

# Full records, looked up by structure. Order of values: S1P4 agonist, TRPML3 agonist, NPY1 pot ag, EP2 mod, zfTRPN1 agonist, NPY-Y2 PAM-ag, NPY Y1 blocker, CHOP inh, S1P4 antagonist
# COc1cc(CNc2ccc(CNc3ncn[nH]3)cc2)cc(Cl)c1OCc1ccccc1 in the list: 0.2, -0.1, 18, -3, -1.5, 6, 1, 44, -6
# COC(=O)c1c(C(=O)OC)c(-c2ccc(C)cc2)n2c1CCC2 in the list: -2.5, -1.8, 5, 6, -2.4, -13, -2, -4, 16
# O=C(C1=C[C@@H](c2ccc(Br)cc2)C[C@@H](OCc2ccc(CO)cc2)O1)N1CCN(Cc2ccccc2)CC1 in the list: -2.3, 0.6, 1, -40, -0.2, 5, -1, 15, 3
# Cc1nn(Cc2ccccc2)c(C)c1CCC(=O)O in the list: 0.2, 0.8, -12, -4, -0.7, 13, -4, 10, -27
# COc1cc(/C=C(/C#N)c2ccc(C)cc2)ccc1Oc1ccc([N+](=O)[O-])cn1 in the list: 2.7, 1.1, -14, -5, -0.7, -17, 2, 26, -20
